SMARCA2 activ – activators of SMARCA2 function. MG213 cells, MMTV-luciferase reporter, dexamethasone, overnight. activation, % at 9.1 µM. 370,000 tested, 1% active; in the data active = activation above about 7.8%;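 note: 0% = vehicle wells and 100% = reference activator wells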
DAX1 inh-1 – DAX1 (NR0B1) inhibition, primary screen. inhibition, % at 6.8 µM. HEK293T StAR-luciferase reporter, SF-1/DAX-1 repression relief. 370,000 tested, 1.1% active. AID 652010;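 active = inhibition above the mean over all tested compounds plus 3 SD, cut at about 3.6% in these data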;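 note: 0% = DAX-1 cells with DMSO and 100% = cells lacking DAX-1 with DMSO; higher inhibition means more luminescence from relief of DAX-1 repression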
hcDAF12 agonist – activates DAF-12 receptor from parasite H. contortus | AID 652067 | HEK293 hcDAF-12 lit1-tk-luc reporter, luminescence; 0% DMSO, 100% Δ7-dafachronic acid | 370,000 tested, 1.4% active | activation, % at 6.8 µM;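 active = activation above the mean of all tested compounds plus 3 SD, cut at about 5.5% in these data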;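 note: 100% = response to 3 µM Δ7-dafachronic acid high control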
FXN GAA850 act – activators of GAA850 frataxin (FXN) promoter | HEK293 lucGAA850 FXN promoter luciferase reporter, 24 h; percent of 10 µM SAHA response | activation, % at 6 µM | 360,000 tested, 0.56% active;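 active = activation above the average of all compounds screened plus 3 SD, cutoff fixed separately per campaign, cut at about 7.5% in these data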;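 note: 0% = DMSO wells and 100% = 10 µM SAHA wells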
ADAM17 inh – inhibitors of human ADAM17 | P78536 | recombinant ADAM17, EDANS/DABCYL FRET peptide cleavage | inhibition, % at 6.95 µM | 370,000 tested, 0.83% active | AID 720648;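 active = inhibition above the mean of compounds lying between control limits plus 3 SD, set per campaign, cut at about 8.5% in these data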;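 note: 0% = DMSO-only wells as the low control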
GC-A act – GC-A (human) enzyme activation | HEK293 GC-A cells, cGMP TR-FRET, EC30 ANP; 0% at EC30 ANP, 100% saturating ANP | activation, % at 10 µM | 370,000 tested, 0.14% active | AID 1671463; in the data active = activation above about 40%
PG9 binder – small molecules binding HIV-1 gp120 antibody PG9. TR-FRET gp120-PG9 antibody binding. inhibition, % at 6.7 µM. 360,000 tested, 0.43% active. AID 624416; in the data active = inhibition above about 8.5%
ADAM10 inh – inhibits human ADAM10; O14672; recombinant ADAM10, EDANS/DABCYL FRET peptide cleavage, 3 h; inhibition, % at 7 µM; 370,000 tested, 0.62% active; AID 720582;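 active = inhibition above a per-campaign cutoff equal to the mean of compounds falling between control-based bounds plus 3 SD, cut at about 20% in these data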;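 note: 0% = DMSO wells while the 100% control is not disclosed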
Target sequence (O14672 214-748 limits assumed): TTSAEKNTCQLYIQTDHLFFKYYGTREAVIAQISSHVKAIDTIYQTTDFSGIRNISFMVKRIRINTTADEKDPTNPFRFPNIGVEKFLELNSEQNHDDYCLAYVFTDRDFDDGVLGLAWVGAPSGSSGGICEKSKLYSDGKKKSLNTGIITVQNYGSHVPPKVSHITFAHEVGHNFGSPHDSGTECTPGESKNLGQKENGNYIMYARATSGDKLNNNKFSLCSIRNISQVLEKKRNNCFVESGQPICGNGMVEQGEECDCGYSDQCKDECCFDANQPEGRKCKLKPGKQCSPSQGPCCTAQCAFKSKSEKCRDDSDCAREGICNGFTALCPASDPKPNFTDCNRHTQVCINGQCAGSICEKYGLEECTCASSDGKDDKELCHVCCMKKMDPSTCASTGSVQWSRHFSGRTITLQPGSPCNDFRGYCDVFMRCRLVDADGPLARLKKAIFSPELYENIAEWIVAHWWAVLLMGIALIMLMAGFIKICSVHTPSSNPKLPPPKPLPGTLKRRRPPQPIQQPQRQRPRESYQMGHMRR
DAX1 inh-2 – inhibitors of human orphan nuclear receptor DAX1 (NR0B1); HEK293 Gal4-DAX1 luciferase reporter, luminescence; inhibition, % at 6.75 µM; 340,000 tested, 0.99% active; AID 504766;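 active = inhibition above the mean over all tested compounds plus 3 SD, cut at about 4.2% in these data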;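 note: 0% = DAX1-transfected cells with DMSO and 100% = empty-vector control cells with DMSO; inhibition shows as a rise in luminescence from relieved DAX1 repression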
Target sequence (P51843 207-470 limits assumed): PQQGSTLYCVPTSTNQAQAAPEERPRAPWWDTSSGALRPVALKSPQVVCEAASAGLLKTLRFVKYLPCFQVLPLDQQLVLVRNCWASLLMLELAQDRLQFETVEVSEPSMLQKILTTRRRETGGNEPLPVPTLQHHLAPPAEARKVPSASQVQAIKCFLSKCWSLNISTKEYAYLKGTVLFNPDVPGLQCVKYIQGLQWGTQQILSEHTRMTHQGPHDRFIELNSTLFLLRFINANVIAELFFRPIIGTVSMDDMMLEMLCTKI
hgDAF12 agonist – hgDAF-12 agonism, primary luciferase screen; HEK293 GAL4-hgDAF12 UAS-luciferase reporter, agonist luminescence; normalized to butyrate control; activation, % at 6.8 µM; 370,000 tested, 1.8% active; AID 687014;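 active = activation above a cutoff set at the mean of all screened compounds plus 3 SD, cut at about 10% in these data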;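 note: 0% = DMSO wells and 100% = sodium butyrate wells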
ssDAF-12 act – activators of S. stercoralis DAF-12 nuclear receptor; HEK293 ssDAF-12/GRIP1 lit1-tk-luc reporter, luminescence; % of 3 µM dafachronic acid response; activation, % at 6.8 µM; 370,000 tested, 1% active; AID 652126;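 active = activation above the mean over all tested compounds plus 3 SD, cut at about 0.9% in these data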;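 note: 0% = DMSO-only wells and 100% = 3 µM delta7-dafachronic acid wells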
An asterisk follows results filed as active; i = inactive; nt = not tested or not shown.

1: Cc1c(NS(=O)(=O)c2ccc3c(c2)Cc2ccccc2-3)c(=O)n(-c2ccccc2)n1C
2: CCCNC(=O)C1(C)CCN(Cc2ccc(C)c3ccccc23)C1 (configuration not stated)
3: CCOC(=O)C1(C)CCN1C(=O)c1cccc2ccccc12 (configuration not stated)
4: Clc1nc(Cl)c2ncn(-c3ccccc3)c2n1
5: COc1ccc(CN(CC(=O)NCCc2ccccc2)C(=O)CCC(=O)Nc2ccccn2)cc1
6: CSc1ccccc1NC(=O)C1=COCCO1
7: CSCCC(NS(=O)(=O)c1ccc(C)cc1)C(=O)N1CCN(C(c2ccccc2)c2ccccc2)CC1 (configuration not stated)
8: CCOC(=O)c1cc(S(=O)(=O)N2CCN(C(=O)OCC)CC2)cn1C
9: [O-][n+]1c2ccccc2cc2ccccc21
10: CCOC(=O)c1c(NC(=S)NC)sc2c1CC(C)(C)SC2
Assay by compound	1	2	3	4	5	6	7	8	9	10
SMARCA2 activ	0.7	-2.2	-4.3	6.6	-0.5	-1.1	-3.3	0.2	0.3	4.2
DAX1 inh-1	0.4	-0.3	-0.5	2.6	-0.3	0.8	-0.7	0.3	-0.3	-1.1
hcDAF12 agonist	-0.8	-1.8	-1.2	1.9	-0.3	-0.8	-0.7	-1.1	-1.2	0.9
FXN GAA850 act	0.9	-1.0	-0.6	1.7	-0.5	-0.7	-2.3	2.6	-2.8	1.7
ADAM17 inh	2.2	-5.7	-6.7	-8.0	-4.8	2.9	1.2	0.3	-261.8	-81.0
GC-A act	-6.7	-6.1	4.6	19.6	-1.5	26.9	-7.4	2.5	-2.9	15.3
PG9 binder	-2.4	-1.1	-0.1	0.9	-0.9	-1.2	1.7	1.3	-8.5	2.1
ADAM10 inh	-8.4	-9.7	-14.7	-17.9	-6.6	-8.2	14.5	1.3	i	-253.3
DAX1 inh-2	0.2	nt	nt	1.2	-0.1	0.3	-1.8	-0.3	-0.3	-0.7
hgDAF12 agonist	-0.7	-2.2	1.8	8.6	-0.7	0.5	1.0	0.6	-1.8	1.8
ssDAF-12 act	-0.5	-1.1	-1.5	0.1	-0.9	-0.3	-1.3	-0.8	-1.0	-1.0

11: Cc1nn(CC(=O)N(CC(C)C)C2CCS(=O)(=O)C2)c(C)c1[N+](=O)[O-] (configuration not stated)
12: CCCCCCN1CCN(C2CN(C3CCCCC3)S(=O)(=O)C2)CC1 (configuration not stated)
13: O=S(=O)(CCNCCc1ccccc1)NCc1ccccc1
14: CCn1cnnc1SCC(=O)c1c(N)n(C2CC2)c(=O)[nH]c1=O
15: CC(C)C(CO)N1CCN(Cc2ccccc2)CCC1=O (configuration not stated)
16: O=C(Nc1ccc(S(=O)(=O)N2CCCC2)cc1)c1cccc(OC(F)F)c1
17: Cc1c(C(=O)N/N=C/c2ccc(N(C)C)cc2)[nH]c2ccc(Cl)cc12
18: CCc1nc2c(OCCOc3ccc(F)cc3)cccn2c1N(C)C(=O)c1ccccc1F
19: NC(=S)NN=C1C2CC3CC(C2)CC1C3
20: Cc1ccccc1-c1nsc(SCC(=O)NCc2ccc3c(c2)OCO3)n1
Assay by compound	11	12	13	14	15	16	17	18	19	20
SMARCA2 activ	-0.1	-1.3	-1.1	-1.6	-1.3	-2.1	-1.6	-3.0	-3.7	-1.3
DAX1 inh-1	-0.9	-0.8	0.2	0.0	-0.7	-2.8	-0.9	0.3	-0.2	0.3
hcDAF12 agonist	-1.4	-0.1	0.0	-0.7	0.5	-3.0	0.2	-0.1	0.0	-1.9
FXN GAA850 act	-0.7	nt	0.1	2.1	-0.4	0.7	2.6	0.4	-1.7	0.8
ADAM17 inh	-1.6	-4.0	-2.8	-6.8	-4.0	2.2	-5.1	2.2	-0.1	2.8
GC-A act	2.4	2.6	0.6	6.6	2.2	3.1	1.2	1.1	4.5	-2.7
PG9 binder	-1.2	0.4	0.6	0.9	0.1	2.2	-2.0	1.9	-0.6	3.0
ADAM10 inh	-2.0	-21.8	-2.5	-2.9	-7.1	-7.2	-32.5	3.6	-9.0	6.9
DAX1 inh-2	-0.3	nt	0.0	0.0	1.7	-1.2	-1.3	nt	-0.7	2.2
hgDAF12 agonist	1.6	-0.9	-1.3	-1.7	2.1	-4.5	0.6	-4.1	-0.9	5.3
ssDAF-12 act	-0.8	-0.9	0.1	-1.3	-0.8	-0.6	-1.0	-1.4	-1.4	-1.4

21: CCN(CC)C(=O)Oc1ccc2c(=O)c(-c3ccc(OC)cc3)c(C)oc2c1
22: COc1ccc(/C=C/C(=O)OCC(=O)NCC2CCCO2)cc1 (configuration not stated)
23: Cc1noc(C)c1CSc1nc2ccccc2c(=O)n1-c1ccccc1
24: Cc1n[nH]c(=S)n(/N=C/c2cccs2)c1=O
25: COc1cccc(C2NC(=O)NC(C)=C2C(=O)Nc2cc(OC)ccc2OC)c1 (configuration not stated)
26: COC(=O)[C@]12C[C@H](CC(=O)NCc3ccc(C)o3)C(=O)N(Cc3ccc4c(c3)OCO4)C1=C[C@H](C(C)(C)C)O[C@@H]2C
27: CC(=O)N=c1c(C#N)cc2c(=O)n3cccc(C)c3nc2n1Cc1ccco1
28: Cc1nc2nc(SCC(=O)NCCCN3CCCC(C)C3)nn2c(C)c1Cc1ccccc1Cl (configuration not stated)
29: O=C(CCCN1C(=O)c2ccccc2C1=O)Nc1nnc(C2CC2)s1
30: CC(=O)Nc1ccc(S(=O)(=O)NCCC(=O)OCC(=O)c2ccccc2)cc1
Assay by compound	21	22	23	24	25	26	27	28	29	30
SMARCA2 activ	-0.3	-1.1	0.4	0.7	0.0	-5.3	-3.5	-2.2	-1.6	-0.4
DAX1 inh-1	-1.1	-0.5	-2.1	0.1	-0.3	-1.1	-0.3	0.5	-0.2	-0.3
hcDAF12 agonist	-1.1	2.8	-0.2	-0.6	-0.8	-2.8	-0.9	-0.6	-0.6	1.3
FXN GAA850 act	-1.0	2.0	-3.5	0.8	0.3	nt	2.7	0.8	-0.5	1.1
ADAM17 inh	-7.8	-1.4	-1.4	2.5	2.0	2.6	-284.0	-5.1	-3.4	-0.8
GC-A act	-2.5	0.2	-3.9	-2.0	-4.6	-3.1	1.1	-2.3	0.5	3.6
PG9 binder	-1.4	-0.7	-0.8	-3.0	-1.0	-0.5	1.0	-0.3	1.9	2.5
ADAM10 inh	-16.7	-5.8	2.0	3.9	-1.0	5.9	i	2.8	0.5	-8.1
DAX1 inh-2	-0.6	-1.4	-2.0	2.0	2.3	nt	nt	1.1	-0.2	-0.2
hgDAF12 agonist	5.5	0.8	-2.9	-0.4	1.9	-0.2	0.7	3.2	4.3	-0.7
ssDAF-12 act	-2.3	-0.6	-1.1	-1.5	-1.7	-1.3	-0.1	-0.2	-1.7	-0.8

31: Cc1n[nH]c(=O)c2c1nnn2Cc1ccc(F)cc1
32: Cc1nn(CC(=O)NCC(C)c2ccccc2)c(=O)c2cc3occc3n12 (configuration not stated)
33: CS(=O)(=O)Nc1ccc(C(=O)Nc2ccc(S(=O)(=O)N3CCCC3)cc2)cc1
34: Cc1ccc(N(CC(=O)N2CCc3ccccc32)S(=O)(=O)c2cccs2)cc1
35: COc1ccc(C2C(C(=O)N3CCOCC3)=C(C)NC3=C2C(=O)CC(C)(C)C3)c(OC)c1 (configuration not stated)
36: Cc1ccc(NC(=O)c2nc[nH]c2C(=O)N2CCCCC2)c(C(=O)c2ccccc2)c1
37: CS(=O)(=O)N(Cc1ccccc1)c1ccc(C(=O)NCCSc2ccccn2)cc1
38: O=[N+]([O-])c1cccc(/C=N/Nc2cc(Cl)nc(-c3ccccc3)n2)c1
39: O=C(Nc1cccc(NC(=O)c2cccc([N+](=O)[O-])c2)n1)c1cccc([N+](=O)[O-])c1
40: N#CCn1c(CCl)nc2ccccc2c1=O
Assay by compound	31	32	33	34	35	36	37	38	39	40
SMARCA2 activ	0.1	-1.5	-4.2	-1.6	0.1	-0.5	-0.3	0.6	-1.2	-0.1
DAX1 inh-1	-0.1	0.0	-0.1	0.4	-0.7	-0.2	0.2	0.1	-0.2	-0.1
hcDAF12 agonist	0.5	-1.4	-0.6	1.3	-0.8	-2.6	1.2	-1.7	-1.3	-0.4
FXN GAA850 act	2.2	1.6	-0.2	-0.1	0.1	3.3	-4.9	1.4	-0.2	0.1
ADAM17 inh	-4.2	1.2	4.7	-2.7	-394.1	-2.7	-1.9	-1.2	-5.2	-4.3
GC-A act	6.8	4.9	2.8	1.1	4.5	-5.7	-3.1	1.0	-5.1	3.2
PG9 binder	-1.9	1.3	-2.8	0.0	-1.7	-2.4	-1.0	-3.4	-1.5	-0.9
ADAM10 inh	-3.3	1.5	7.0	-0.4	i	0.9	-6.5	0.4	-10.7	-17.7
DAX1 inh-2	0.1	0.2	-0.5	-0.9	1.8	-0.8	-0.8	-0.1	0.3	3.1
hgDAF12 agonist	-1.7	0.9	-2.2	-1.4	-1.1	-2.5	1.1	1.7	0.8	-2.9
ssDAF-12 act	-1.2	-1.1	-1.2	-1.0	-1.0	-1.2	-1.1	-0.2	-1.1	-0.6

41: CCOc1cc(NC(=S)Nc2cccc(OC)c2)c(OCC)cc1NC(=O)C1CC1
42: CCOc1ccc(Nc2ncnc3c2cnn3C)cc1
43: Cc1cn2c(-c3ccc(Cl)cc3)nnc2s1
44: CCCC[C@H]1C2=C3[C@@H](CC(C(=O)OC)=C[C@@H](C(=O)OC)[C@H]3C(C)(C)C2=O)n2c(=O)n(-c3ccccc3)c(=O)n21
45: C[n+]1c(-c2ccccc2)sc([S-])c1-c1ccccc1
46: CC(C)Nc1ncnc2c1ncn2[C@H]1CN(Cc2ccco2)C[C@@H](CO)O1
47: O=C1C(=Cc2ccco2)CCCC1=Cc1ccco1
Assay by compound	41	42	43	44	45	46	47
SMARCA2 activ	3.0	0.1	-1.2	0.1	-5.5	1.6	8.1*
DAX1 inh-1	-0.6	-0.6	-1.8	-0.1	-0.5	-0.5	2.6
hcDAF12 agonist	0.4	-1.8	1.4	-1.1	0.1	-1.3	1.9
FXN GAA850 act	0.4	0.9	-1.3	1.7	0.0	-0.2	12.1*
ADAM17 inh	1.7	-3.6	0.9	-3.9	-26.7	-4.5	-0.3
GC-A act	-2.0	0.2	5.1	-2.0	-2.4	0.1	-0.4
PG9 binder	-4.5	-1.3	-0.4	-0.5	1.8	-0.8	-1.5
ADAM10 inh	9.4	4.3	-6.1	-3.6	-10.3	-11.7	-13.5
DAX1 inh-2	0.0	-0.1	2.6	-0.2	nt	nt	-0.9
hgDAF12 agonist	-2.1	3.2	-0.9	1.0	-0.4	-1.9	1.0
ssDAF-12 act	-1.0	-1.3	-1.0	-1.5	-0.8	-1.1	0.1

Among those listed so far, these have a cyano group:
27: CC(=O)N=c1c(C#N)cc2c(=O)n3cccc(C)c3nc2n1Cc1ccco1
40: N#CCn1c(CCl)nc2ccccc2c1=O
Assay by compound	27	40
SMARCA2 activ	-3.5	-0.1
DAX1 inh-1	-0.3	-0.1
hcDAF12 agonist	-0.9	-0.4
FXN GAA850 act	2.7	0.1
ADAM17 inh	-284.0	-4.3
GC-A act	1.1	3.2
PG9 binder	1.0	-0.9
ADAM10 inh	i	-17.7
DAX1 inh-2	nt	3.1
hgDAF12 agonist	0.7	-2.9
ssDAF-12 act	-0.1	-0.6

Source: PubChem BioAssay
